# Screening data: PubChem BioAssay, National Center for Advancing Translational Sciences (NCATS)
# Lipid storage S3 – qHTS Assay for Lipid Storage Modulators in Drosophila S3 Cells; Drosophila S3 cells, BODIPY lipid droplet fluorescence, 18-24 h; cells fed with added oleic acid; Potency in µM for hits, for the others lipid storage change, negative = inhibition, % at the top dose, mostly 46.1 µM; hit rate 0.64% among 320,000; AID 2685; active means well fitted inhibition curve with a large enough effect in the signal ratio, with a control signal flat, not every such curve was filed as active; inconclusive means small, poorly fitted or top-dose-only effect, or effect the other way, or a change in a side signal; the % refers to the signal ratio
#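 Drosophila S3 cells loaded with oleic acid (400 uM, as added) and compounds at several concentrations; lipid droplets imaged by 488-nm laser-scanning cytometry, 500–530 nm intensity and object ratio to cell channel. Percent activity normalized to 20 uM Triacsin C.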
# Lipid storage S3 cell count max – further read-out of Lipid storage S3, marked with its call; cell number change, %; measured here: cell count max response;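 cells counted by Cell Tracker Red CMTPX staining in the red channel; peak over a dose series mostly up to 46.1 µM; percent activity relative to internal control wells on each plate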
# The depositor's hits bear a star; i = inactive; ? = inconclusive; nt = not tested or not shown. On the % scale 0 is the no-effect control and ±100 the full control effect; potency means the concentration at half of the fitted maximal effect.
molecule | Lipid storage S3 | Lipid storage S3 cell count max
CCc1cccc(C)c1NC(=S)NCc1cccn1C | 5% | 7
O=[N+]([O-])c1cccc(NC2=NCCC2)c1 | ? | nt
CCOC(=O)N1CCC(NC(=O)C2CCN(C(=O)N3CC(C)Oc4ccc(C)cc43)CC2)CC1 (stereo not given) | ? | nt
C/C(=N\NC(=O)c1cccc(S(=O)(=O)N2CCOCC2)c1)c1ccc(C)cc1 | ? | nt
CC(C)c1ccc(NC2CCCN(C(=O)CCN3CCCO3)C2)cc1 (stereo not given) | 10% | -4
CSCCC(NS(=O)(=O)c1ccc(Br)cc1)C(=O)OCC(=O)NC1CC1 (stereo not given) | ? | nt
COc1ccc(C(=O)/C=C/Nc2ccc(S(N)(=O)=O)cc2)cc1OC | 3% | -2
CC(C)CCNc1nc2c(c(=O)n(Cc3cccc(F)c3)c(=O)n2C)n1C | ? | nt
CCOc1ccc(C2=Nn3c(nnc3-c3ccccc3)SC2)cc1Cl | ? | nt
N#CC1=C(N)N(c2ccc(F)cc2)C2=C(C1c1ccc(O)cc1)S(=O)(=O)CC2 (stereo not given) | ? | nt
CN(C(=O)CSc1ncnc2sc(-c3ccccc3)cc12)C1CCS(=O)(=O)C1 (stereo not given) | ? | nt
COc1cccc(NC(=O)c2cccc(N3C(=O)C4CCC(C)CC4C3=O)c2)c1 (stereo not given) | i | -11
Cc1ccc(C)c(-c2ccc(=O)n(Cc3ccc(F)cc3Cl)n2)c1 | -17% | -10
S=C(NCCc1ccc(Cl)cc1)NCc1ccccc1 | ? | nt
CC(=O)c1ccc(S(=O)c2ccccc2)cc1 (stereo not given) | ? | nt
O=C(Nc1ccccc1)c1ccc2c(c1)OCCO2 | ? | nt
O=C1NC2C(NC(=O)N2C2CCCCC2)N1C1CCCCC1 (stereo not given) | ? | nt
CCOC(=O)N1CCC(N2C(=O)c3ccc(C(=O)Nc4ccc(OC)cc4)cc3C2=O)CC1 | -3% | nt
C=CCOc1ccc(-c2nc3c(c(=O)[nH]c(=O)n3CCCC)n2C)cc1Br | 0% | 12
CN(C)S(=O)(=O)c1ccc(C(=O)NCC(=O)N/N=C/c2ccccc2Cl)cc1 | ? | nt
Cc1sc(N)c(C(=O)c2ccccc2)c1C | ? | nt
CCc1cccc(C)c1NC(=O)Nc1ccc2c(c1)OCO2 | ? | nt
Cc1ccc(S(=O)(=O)c2nc(S(C)(=O)=O)sc2NCC2CCCO2)cc1 (stereo not given) | ? | nt
COC(=O)C1=C(NC(=O)c2ccc(Br)cc2)CCS1 | ? | nt
COCc1cc(C)nc2sc(C(=O)NCCO)c(-n3cccc3)c12 | -3% | nt

# Continued (3 carried over from the part before).
molecule | Lipid storage S3 | Lipid storage S3 cell count max
Cc1ccc(S(=O)(=O)c2nc(S(C)(=O)=O)sc2NCC2CCCO2)cc1 (stereo not given) | ? | nt
COC(=O)C1=C(NC(=O)c2ccc(Br)cc2)CCS1 | ? | nt
COCc1cc(C)nc2sc(C(=O)NCCO)c(-n3cccc3)c12 | -3% | nt
Cc1ccc(C(=O)NCCNC(=O)CN2CCOCC2)cc1 | ? | nt
CCOc1ccc(S(=O)(=O)N2CCC(C(=O)NCC3CCCO3)CC2)cc1Cl (stereo not given) | i | 21
CN(CCCNC(=O)c1ccc(/C=N/O)nc1)CCCN(C)Cc1ccccc1 | 4% | -16
Cc1c(Cl)cccc1NC(=S)N=Nc1c(O)n(CN2CCOCC2)c2ccccc12 | ? | nt
COc1ccc(-n2c(=O)[nH]c3c(C(N)=O)nc(C4CCCCC4)nc32)cc1 | ? | nt
Cn1ncc2c(Nc3ccc(O)cc3)nc(Cl)nc21 | 1% | 10
O=C(COc1ccc(C(=S)N2CCCC2)cc1)Nc1ccccc1C(F)(F)F | ? | nt
O=C(COC(=O)C1CC2C=CC1C2)Nc1cccc(S(=O)(=O)N2CCOCC2)c1 (stereo not given) | ? | nt
O=C(CN(CCc1ccccc1)C(=O)CNS(=O)(=O)c1ccc(F)cc1)NCC1CCCO1 (stereo not given) | ? | nt
O=C(Nc1ccc(F)cc1)N1CCCCCC1 | 12% | 8
CNC(=O)c1sccc1-n1cccc1 | ? | nt
COc1cccc(-c2nn(C)c3sc(C(=O)NCc4ccc5c(c4)OCO5)cc23)c1 | ? | nt
COc1cccc(/C=N/NC(=O)c2cnccn2)c1 | ? | nt
CCCCN(CCCC)C(=O)/C=C/c1cccc([N+](=O)[O-])c1 | ? | nt
CN1CCN(/N=C/c2ccc(C#N)cc2)CC1 | ? | nt
Oc1ccc(Cc2ccc(Cl)cc2)c(O)c1 | -16% | -21
O=C(NCCCN1CCOCC1)c1ccc(Br)s1 | i | -11
COc1ccc(C)cc1S(=O)(=O)NC(C)C(=O)NC1CC1 (stereo not given) | ? | nt
Cn1c(C2=C(O)CN(c3ccccc3)C2=N)nc2ccccc21 | ? | nt
CCc1nnc(NC(=O)CCC(=O)N2CCN(C3c4ccccc4-c4ccccc43)CC2)s1 | ? | nt
Cc1cc(NC(=O)COC(=O)c2oc3c(Cl)cccc3c2C)no1 | ? | nt
CCOC(=O)C1CCN(CCC(=O)Nc2cccc(Cl)c2)CC1 | 9% | 12
COC(=O)[C@]1(C)CCC[C@@]2(C)C3CC[C@@]4(C)C[C@]3(CCC21)CC(=O)N4C (stereo not given in full) | -1% | 11
CCn1cc(Cl)c(C(=O)Nc2ccc3c(c2)OCCO3)n1 | ? | nt
Cc1cc(N)ccc1NC(=O)CN1CCOCC1 | 3% | -17

# Among those listed so far, these contain a thiophene ring, fused or not:
molecule | Lipid storage S3 | Lipid storage S3 cell count max
CN(C(=O)CSc1ncnc2sc(-c3ccccc3)cc12)C1CCS(=O)(=O)C1 (stereo not given) | ? | nt
Cc1sc(N)c(C(=O)c2ccccc2)c1C | ? | nt
COCc1cc(C)nc2sc(C(=O)NCCO)c(-n3cccc3)c12 | -3% | nt
CNC(=O)c1sccc1-n1cccc1 | ? | nt
COc1cccc(-c2nn(C)c3sc(C(=O)NCc4ccc5c(c4)OCO5)cc23)c1 | ? | nt
O=C(NCCCN1CCOCC1)c1ccc(Br)s1 | i | -11

# The list goes on.
# Screens in order: Lipid storage S3, Lipid storage S3 cell count max
> COc1ccc(/C(C)=N/NC(=O)c2ccc(CSc3cccc4cccnc34)cc2)cc1OC
  ?, nt
> C=CCNc1nc(C2(C)CC3(CC(C)(C)OC3=O)C(=O)O2)cs1 (stereo not given)
  14%, -18
> O=C(COC(=O)/C=C/c1ccc(Cl)cc1)Nc1ccc2c(c1)OCCO2
  ?, nt
> CCOC(=O)C1CCCN(C(=O)CCn2nnnc2CN2CCOCC2)C1 (stereo not given)
  -5%, 6
> O=C(O)Cc1ccc(NC(=O)CCN2C(=O)c3ccc([N+](=O)[O-])cc3C2=O)cc1
  -23%, -2
> Cc1nnc(Sc2cc(NCCCO)c([N+](=O)[O-])c3nonc23)s1
  ?, nt
> O=c1oc2cc(Oc3c([N+](=O)[O-])cc(C(F)(F)F)cc3[N+](=O)[O-])ccc2c2c1CCCC2
  10%, 8
> Oc1ccc(/C=C/c2ccc3cccc(O)c3n2)cc1Br
  ?, nt
> COc1ccc(N(C(=O)CSCC(=O)Nc2cc(C)on2)C(C(=O)NC2CCCCC2)c2ccc(O)c(O)c2)cc1 (stereo not given)
  16%, 1
> Cc1ccccc1NS(=O)(=O)c1ccc(NC(=O)CSCc2ccc(Br)cc2)cc1
  i, nt
> CCc1nnc(N/N=C/c2ccc(-c3ccc([N+](=O)[O-])cc3)o2)n1N
  -11%, 21
> COc1ccc(Cl)cc1NC(=O)CN(C)CC(=O)Nc1ccc(C)cc1Br
  8%, 1
> CC(OC(=O)c1ccc(Br)c(S(=O)(=O)N2CCOCC2)c1)C(=O)NC1CCCCC1C (stereo not given)
  ?, nt
> O=C(CSCc1ccccc1)NCCc1ccc(F)cc1
  14%, -12
> C=CCn1c(C(CCCC)CC(O)COCC(C)C)n[nH]c1=S (stereo not given)
  ?, nt
> COc1cc(/C=C(\NC(C)=O)C(=O)Nc2cccc(O)c2)ccc1OC(C)=O
  14%, -20
> COc1ccc(CNC(=O)CN(c2ccc(C(C)C)cc2)S(=O)(=O)c2c(C)noc2C)cc1
  i, -6
> CCCn1nnnc1NCc1ccccc1C
  i, 3
> COc1cnc(-c2ccccn2)nc1Sc1c(Cl)cccc1Cl
  8%, -7
> O=S1(=O)C=C(Sc2nc3cc(Cl)ccc3o2)c2ccccc21
  -14%, -16
> CN(C)S(=O)(=O)c1ccc(N2CCCC2)c(C(=O)NC(c2ccccc2)c2ccccc2)c1
  ?, nt
> CCOC(=O)COn1c2c(c3c4no[n+]([O-])c4ccc31)CCCC2
  ?, nt
> Cc1nc[nH]c(=O)c1Br
  -3%, nt
> O=C(NC1CC2CCCC(C1)N2C1CC1)NC12CC3CC(CC(C3)C1)C2 (stereo not given)
  ?, nt
> CCCCCCC(=O)NNC(=O)c1c(O)c2ccccc2n(CC)c1=O
  -3%, 3
> O=C(O)c1cccc(NC(=S)N/N=C/c2ccccn2)c1
  ?, nt
> CCc1ccc(CN(C)C(=O)c2ccc3c(=O)n4c(nc3c2)CCC4)cc1
  ?, nt
> COc1ccc(-n2nnnc2SCC(=O)NCCc2ccccc2)cc1OC
  ?, nt
> CCCCCOC(=O)c1ccc(OC(=O)c2cncc(Br)c2)cc1
  -14%, 3
> Cn1c(SCC(=O)NCCN2C(=O)CSC2=O)nnc1-c1ccccc1
  22%, 1
> O=[N+]([O-])c1nn(-c2ccc3c(c2)OCCO3)n(O)c1=Nc1ccccc1
  ?, nt
> O=C(NC1CCCCC1)N1CCN(c2ccccc2)CC1
  10%, 4
> O=C(NN=C1CCCC1)c1cccs1
  ?, nt
> CC(C)(C)n1nc2c(c1NC(=O)c1ccccc1S(=O)(=O)C(F)F)CS(=O)(=O)C2
  -17%, nt
> Cc1ccccc1C(=O)NC1CC2CCCC(C1)N2C(=O)Nc1ccccc1 (stereo not given)
  i, -11
> COc1ccc(CNC(=O)Cn2nc([N+](=O)[O-])c(Br)c2C)cc1
  i, -1
> CCOc1ccc(N(C)S(=O)(=O)c2ccc3[nH]cc(C(=O)NCCCOC)c(=O)c3c2)cc1
  2%, -9
> COc1ccc(-c2csc3ncnc(NCCN4CCOCC4)c23)cc1
  ?, nt
> CCOC(=O)c1ccccc1NC1c2ccccc2C(=O)N1c1ccc(C)cn1 (stereo not given)
  19%, 5
> CCCC1=NN(C(=O)CCc2ccccc2O)C(O)(C(F)(F)F)C1 (stereo not given)
  -2%, -13
> CSc1nc(O)c(Cc2ccccc2)c(=O)[nH]1
  -15%, -2
> Cc1nc(SCC(=O)c2cc3ccccc3oc2=O)c(C#N)c(-c2ccccc2)c1C(=O)Nc1ccccc1
  21%, -8
> Cc1ccc(S(=O)(=O)N2CCN(C(=O)c3sccc3-c3ccccc3)CC2)cc1
  ?, nt
> CC(=O)OC1c2ccccc2C(=O)N1c1ccccc1C (stereo not given)
  ?, nt
> COCCNC(=O)CCc1nnc(Cc2ccc(-c3ccccc3)cc2)o1
  1%, 0
> CCOC(=O)c1c(C)[nH]c(C(=O)COC(=O)CCC(=O)c2ccc3c(c2)OCCO3)c1C
  ?, nt
> CCOC(=O)C1CCCCN1C(=O)c1ccc2nc(Cc3ccc(OC)cc3)oc2c1 (stereo not given)
  ?, nt
> CCCCCCSc1ccc([C@H]2N[C@@](CC(C)C)(C(=O)OC)[C@H]3C(=O)N(CC)C(=O)[C@@H]23)cc1
  ?, nt
> CCOC(=O)Cc1csc(NC(=O)CSc2ncnc3c2cnn3-c2ccccc2Cl)n1
  3%, -16
> Nc1ccc(OCc2ccccc2)cc1
  5%, 5

# More structures follow.
# Screens in order: Lipid storage S3, Lipid storage S3 cell count max
> O=C(c1cc(-c2ccc(Cl)c(Cl)c2)on1)N1CCCCCC1
  ?, nt
> C=CCOC(=O)C1=C(C)Nc2ncnn2C1c1cc(Br)ccc1F (stereo not given)
  ?, nt
> O=C(CSc1ccc2nnc(-c3ccccn3)n2n1)Nc1ccccc1C(F)(F)F
  ?, nt
> CC1=C(C(=O)OCC2CCCO2)C(c2ccc(O)cc2)NC(=O)N1 (stereo not given)
  ?, nt
> N#CCC(=O)Nc1ccc(C(=O)OCC(=O)NCCCc2ccccc2)cc1
  ?, nt
> Cc1cccc(C)c1NC(=O)C(c1ccc([N+](=O)[O-])cc1)N1CCCCC1 (stereo not given)
  ?, nt
> CCOC(=O)N1CCN(S(=O)(=O)N2CCCC(C(=O)NCCc3ccc(Cl)cc3)C2)CC1 (stereo not given)
  -8%, -14
> COc1ccc2nc(NC(=S)N(C)C)sc2c1
  i, 3
> COc1ccc(C2=NS(=O)(=O)N(C)C(C(=O)NCc3ccccn3)=C2)cc1
  ?, nt
> O=C(COC(=O)CCc1c[nH]c2ccccc12)Nc1ccccc1
  24%, 5
> CC(=O)Nc1oc(-c2cccc3ccccc23)nc1C#N
  ?, nt
> S=c1[nH]nc(-c2cccc(Cl)c2)n1/N=C/c1ccc(-c2ccccc2Br)o1
  -10%, -21
> CC(=O)N1CN(S(=O)(=O)c2ccc(C)cc2)CC1C (stereo not given)
  ?, nt
> O=C(COC(=O)CNS(=O)(=O)c1ccc(F)c(F)c1F)NC1CC1
  -14%, 7
> Cc1ccccc1-n1ccnc1SCC(=O)NC1CCCC1
  i, 9
> CSC1=NCCN1C(=O)C12CC3CC(CC(C3)C1)C2
  1.3µM*, -43*
> COc1ccc(Cl)cc1C(=O)NCCCSc1ccccc1
  ?, nt

# Some of the compounds tested, so the mix of outcomes need not match the whole.
